# CCT modulator = changes cytosolic chaperonin activity | purified chaperonin ATPase assay, HTRF ADP detection, 30 min | activity change, % (test concentration not listed), hits read low | actives 0.3% (n = 360,000) | AID 651819; in the data active = activity change below about -30%; also: % is scaled to controls: 0 for no effect and ±100 for the full control effect
#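 First, chaperonin was dispensed at 40 nM or 20 nM final depending on batch activity. Next, compounds were pinned at 76 uM and ATP added at 10 uM. After 30 min at 37 °C, ADP detection reagents ran 30 min at ambient temperature.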
# EPAC1 antag = antagonists of human EPAC1. EPAC1 GEF assay, Rap1b-BODIPY-GDP exchange fluorescence. O95398. actives 0.14% (n = 360,000). Potency, µM (highest dose often 115 µM), for the others: top-dose activity change, negative = inhibition, hits mostly inhibitors;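 also: potency is read from the fitted curve at half-maximal effect; plate controls were vehicle for no effect and positive control for full effect; nearly all actives have a fitted effect of over 50% in size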
# IL-2 act = activators of IL-2; IL-2 activation reporter assay, cell-based qHTS; stimulated with anti-CD3/CD4/CD28 beads; in transgenic mouse T cells; activation, % (series mostly up to about 46 µM); actives 0.065% (n = 360,000); in the data active = activation above about 50%; inconclusive = mostly about 30% to 49%; also: 0% is about no effect
#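 Quantitative HTS in unstimulated transgenic mouse T cells, with memory T cells as non-tolerant control and PMA/ionomycin as tolerance-bypass control. Compound pretreatment lasted 60 minutes before 18 h bead stimulation; EGFP/DsRed fluorescence read.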
# PI5P4K alpha inh = blocks human PI5P4K alpha kinase activity. max response, %. PI5P4Kalpha enzyme, ADP-Glo luminescence, 60 min; active compounds read low. actives 1.2% (n = 330,000). P48426; active = max response of -50% or lower; inconclusive = between -30% and -50%; inactive = -30% or higher; also: value at the top dose of about 77 µM; % is scaled to controls: 0 for no effect and ±100 for the full control effect
#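 Reactions run in 0.038 M HEPES pH 7.4, 0.28 mM EGTA, 0.1% CHAPS and 5% DMSO, with PI5P4Kalpha, substrate, compound and 5 microM ATP final, one hour at room temperature. Readout is ADP-Glo luminescence.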
# WRN helicase inh = inhibitors of human WRN helicase. Q14191. WRN helicase unwinding, fluorescent forked duplex, kinetic. Potency, µM (titrated, usually from 114 µM), without a hit: at the top dose activity change, negative = inhibition, usual class: inhibitors. actives 0.46% (n = 360,000); also: potency is read from the fitted curve at half-maximal effect; % is scaled to controls: 0 for no effect and ±100 for the full control effect; nearly all actives have a fitted effect of over 55% in size
#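 Kinetic red-fluorescence monitoring (525/598 nm) tracks WRN helicase activity after 100 nM fluorophore-quencher forked duplex and 2 mM ATP are added to 20 nM enzyme pretreated 15 min at room temperature with compound.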
# EPAC1 agonist = activates human EPAC1 exchange factor; actives 0.073% (n = 360,000); Potency, µM (doses to about 154 µM), without a hit: at the highest dose activation, usual class: activators; O95398; EPAC1 agonist qHTS, biochemical assay; response scale: 100% = response to 6.5 mM cAMP; also: potency is read from the fitted curve at half-maximal effect; nearly all actives have a fitted effect of over 60% in size
#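 Multi-concentration qHTS readout: loss of Rap1B-bound BODIPY-GDP fluorescence driven by 100 nM EPAC1 with excess GDP (50 uM), monitored kinetically at room temperature; agonist response expressed relative to 6.5 mM cAMP.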
# EPAC2 ag = EPAC2 (human) agonism. Q8WZA2. EPAC2 activation, biochemical qHTS; response scale: 100% = 6.5 mM cAMP response. Potency, µM (series often up to 154 µM), inactives show at the highest dose activation, hits mostly activators. actives 0.079% (n = 360,000). AID 720711; also: potency is read from the fitted curve at half-maximal effect; nearly all actives have a fitted effect of over 50% in size
# Target sequence (Q8WZA2 whole entry, looked up): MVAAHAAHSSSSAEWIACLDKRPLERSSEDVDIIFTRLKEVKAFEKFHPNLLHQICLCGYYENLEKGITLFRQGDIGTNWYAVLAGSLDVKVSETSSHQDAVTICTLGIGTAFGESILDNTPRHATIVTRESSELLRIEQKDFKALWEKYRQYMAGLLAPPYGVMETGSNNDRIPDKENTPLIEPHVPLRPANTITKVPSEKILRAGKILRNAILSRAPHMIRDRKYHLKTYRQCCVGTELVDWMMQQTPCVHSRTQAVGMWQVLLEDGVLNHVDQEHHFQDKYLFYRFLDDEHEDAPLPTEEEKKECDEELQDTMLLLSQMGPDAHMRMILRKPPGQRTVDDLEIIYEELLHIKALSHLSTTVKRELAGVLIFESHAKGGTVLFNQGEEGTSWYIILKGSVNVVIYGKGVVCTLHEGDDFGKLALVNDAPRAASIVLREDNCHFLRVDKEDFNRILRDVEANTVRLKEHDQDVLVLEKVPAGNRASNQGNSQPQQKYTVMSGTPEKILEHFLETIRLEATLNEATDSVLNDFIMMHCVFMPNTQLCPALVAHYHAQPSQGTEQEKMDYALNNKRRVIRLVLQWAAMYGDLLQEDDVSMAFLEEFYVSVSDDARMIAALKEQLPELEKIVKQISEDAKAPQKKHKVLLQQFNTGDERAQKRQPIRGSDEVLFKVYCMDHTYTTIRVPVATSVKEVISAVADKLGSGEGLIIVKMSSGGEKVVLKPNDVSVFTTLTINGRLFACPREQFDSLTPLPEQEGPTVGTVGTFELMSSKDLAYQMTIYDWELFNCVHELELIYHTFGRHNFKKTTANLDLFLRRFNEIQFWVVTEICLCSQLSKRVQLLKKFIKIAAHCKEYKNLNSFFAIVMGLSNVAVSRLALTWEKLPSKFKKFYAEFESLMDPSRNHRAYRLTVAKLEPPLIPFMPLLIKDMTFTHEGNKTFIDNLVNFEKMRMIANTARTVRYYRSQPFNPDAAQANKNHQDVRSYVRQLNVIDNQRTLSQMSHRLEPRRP
#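 Setup: EPAC2 100 nM, labeled Rap1B complex 250 nM, free GDP 50 uM. Compound titrations pinned in, brief spin, 5 min room temperature incubation. Kinetic fluorescence read over 30 min, normalized to 6.5 mM cAMP.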
# PLK1 PBD block = PLK1 (human) polo-box domain binding inhibition. P53350. Plk1 PBD binding of FITC phosphopeptide, fluorescence polarization. Potency, µM, inactives show max response, negative = inhibition, most hits filed as inhibitors. actives 2.8% (n = 360,000). AID 720504; also: potency is read from the fitted curve at half-maximal effect; series mostly up to about 57 µM; % is scaled to controls: 0 for no effect and ±100 for the full control effect; nearly all actives have a fitted effect of over 65% in size
# * hit, by the source's call; ? = inconclusive; . = not tested or not shown; [ ] = remark or other dose. Unless noted, calls follow the shape of the dose curve; as a rule, active = well fitted curve in the direction sought with a large enough effect; inconclusive = small, poorly fitted or top-dose-only effect, or another doubt; inactive = no such curve, though single readings can be large; an effect the other way counts as inactive or inconclusive.
entry	structure	CCT modulator	EPAC1 antag	IL-2 act	PI5P4K alpha inh	WRN helicase inh	EPAC1 agonist	EPAC2 ag	PLK1 PBD block
1	CC1=C(C(=O)N2CCCCCC2)CC(CC(=O)NCCN2CCOCC2)C(=O)N1CCCN1CCCC1=O (stereo unspecified)	.	-6%[57.5 µM]	0.3	-5	1%[57.1 µM]	14%	6%	.
2	CCNC(=O)C1(C)CCN(C(=O)c2ccc(C(=O)OC)cc2)C1 (stereo unspecified)	-0.9	-17%	0.8	-18	-1%	7%	5%	0%
3	O=C(COC(=O)c1ccc(F)cc1)NCc1ccc(F)cc1	-0.4	0%	1.6	1	-1%	-1%	11%	0%
4	Fc1ccc(Oc2nnnn2-c2ccccc2)cc1	0.5	-8%	-0.5	5	10%	-4%	-2%	-28%
5	CCOC(=O)c1cccnc1SCC(=O)N(CC)c1cccc(C)c1	-0.2	1%	-2.6	.	-4%	6%	-7%	1%
6	Cc1cccc(OCCC(=O)OCC(=O)Nc2c(C)nn(-c3ccccc3)c2C)c1	1.0	6%	0.9	-5	-6%	-7%	-5%	-1%
7	CS(=O)(=O)N1CCCCC1c1cc(C(=O)Nc2ccccc2Cl)no1 (stereo unspecified)	-2.1	8%	2.3	1	6%	9%	10%	-9%
8	Cc1ccc(C(=O)COC(=O)c2nc3nccc(C)n3n2)c(C)c1	3.0	14%	-1.2	-29	-11%	6%	1%	1%
9	O=C(Nc1ccccc1)C1Cc2c(-c3ccccc3Oc3ccccc3)ccnc2O1 (stereo unspecified)	-2.7	2%	-0.1	10	-11%	6%	12%	-2%
10	Cc1c(CC(=O)O)c(=O)oc2cc(OCc3ccc(F)cc3F)ccc12	-0.9	-7%	0.4	-4	1%	2%	14%	-14%

# Following part:
entry	structure	CCT modulator	EPAC1 antag	IL-2 act	PI5P4K alpha inh	WRN helicase inh	EPAC1 agonist	EPAC2 ag	PLK1 PBD block
11	Cn1c(N)c(C(=O)COC(=O)c2ccc(Br)o2)c(=O)n(C)c1=O	-0.5	9%	0.4	-3	-2%	-12%	-412%[inhibitor][15.6 µM]	2%
12	Cc1c(CN2CCC(n3nccc3NC(=O)C3CCOC3)CC2)[nH]c2ccccc12 (stereo unspecified)	-2.4	10%	-1.2	2	-24%	2%	8%	1%
13	O=C1Nc2ccccc2C1Cc1ccccc1 (stereo unspecified)	1.6	-11%	0.7	-3	-13%	-3%	5%	-29%
14	CCOc1ccccc1NC(=O)CSc1ncnc2c1oc1ccccc12	-1.1	6%	-2.5	.	5%	11%	0%	-6%
15	CCOc1cc(NC(=S)NC)c(OCC)cc1NC(=O)c1ccc(OC)cc1	-2.5	-27%	0.6	3	5%	14%	?	-6%
16	Cc1noc(C)c1CSCC(=O)Nc1cc(C(F)(F)F)ccc1N1CCOCC1	-5.0	-14%	0.3	4	6%	-1%	4%	-14%
17	CCOCCCNC(=O)C(NC(=O)c1ccc(NC(C)=O)cc1)c1ccccc1 (stereo unspecified)	-0.4	1%	0.6	-6	-9%	-12%	2%	5%
18	O=C(CCl)Nc1sccc1C(=O)c1ccccc1	2.4	-18%	-6.5	-2	-11%	3%	7%	-20%
19	CC(=O)c1ccc(NC(=S)Nc2ccc(N3CCOCC3)cc2)cc1	2.4	7%	0.7	-19	-7%	12%	7%	?
20	O=C(NCc1ccco1)c1ccc(-c2ccc(F)c(F)c2)c2ccoc12	-0.3	-13%	-0.5	1	-7%	11%	18%	-6%

# Next entries.
entry	structure	CCT modulator	EPAC1 antag	IL-2 act	PI5P4K alpha inh	WRN helicase inh	EPAC1 agonist	EPAC2 ag	PLK1 PBD block
21	COc1ccc(CCn2c(N)cc(=O)[nH]c2=O)cc1OC	-2.7	-13%	-4.7	-3	-21%	-8%	14%	-6%
22	CC(=O)Nc1sc(N/N=C\c2ccco2)nc1-c1cccs1	-3.3	12%	0.0	-4	-20%	1%	4%	?
23	CCn1c2ccccc2c2nnc(SCCCn3c(=O)[nH]c4ccccc43)nc21	-3.8	6%	-1.9	.	-1%	0%	4%	-1%
24	CCOC(=O)CN1C(=O)N[C@@H](CCc2ccccc2)[C@@H](C(=O)OC)[C@H]1C	-2.2	-7%	0.9	-1	8%	-6%	7%	-16%
25	COc1ccc(NC(=S)N2CCN(c3ncccn3)CC2)c(OC)c1	-2.9	1%	-0.2	-2	4%	9%	6%	?
26	CCN1CCc2c(OCC(=O)Nc3cccc(C)c3)cccc2C1=O	-3.9	-17%	-5.3	1	1%	5%	2%	-3%
27	Cc1ccccc1OCCC(=O)Nc1cc(S(=O)(=O)N2CCCCC2)ccc1N1CCN(C)CC1	2.3	-11%	-0.7	-3	-4%	-9%	5%	-3%
28	CC(C)c1ccc(NC(=O)N2CCC(c3nc4ccccc4o3)CC2)cc1	-0.9	-9%	-1.3	.	-10%	23%	3%	-3%
29	O=C(Nc1ccc([N+](=O)[O-])cc1)Nc1ccc2[nH]c(=O)[nH]c2c1	-6.7	-3%	-0.4	-8	-23%	12%	-3%	?
30	C=CCn1nnnc1-c1cc(Cl)cc(Cl)c1	-2.5	-8%	-0.5	-5	1%	-4%	-1%	-10%

# Ordered by molar mass (rising): part of the list above
entry	structure	CCT modulator	EPAC1 antag	IL-2 act	PI5P4K alpha inh	WRN helicase inh	EPAC1 agonist	EPAC2 ag	PLK1 PBD block
22	CC(=O)Nc1sc(N/N=C\c2ccco2)nc1-c1cccs1	-3.3	12%	0.0	-4	-20%	1%	4%	?
26	CCN1CCc2c(OCC(=O)Nc3cccc(C)c3)cccc2C1=O	-3.9	-17%	-5.3	1	1%	5%	2%	-3%
24	CCOC(=O)CN1C(=O)N[C@@H](CCc2ccccc2)[C@@H](C(=O)OC)[C@H]1C	-2.2	-7%	0.9	-1	8%	-6%	7%	-16%

# Next entries
entry	structure	CCT modulator	EPAC1 antag	IL-2 act	PI5P4K alpha inh	WRN helicase inh	EPAC1 agonist	EPAC2 ag	PLK1 PBD block
31	O=C(NC1(C(F)(F)F)NC(=O)N(Cc2cccnc2)C1=O)c1ccc(F)cc1 (stereo unspecified)	-0.5	?	0.3	-1	5%	2%	6%	-4%
32	COc1ccc(-c2nc(N)n(C(=O)c3cccs3)n2)cc1	-3.9	-17%	-0.6	0	?	1%	4%	-2%
33	COc1ccc(C2=NCN(c3ccc(C)cc3)C(=S)N2)cc1	-1.0	10%	0.4	-6	-3%	2%	-13%	1%
34	COCc1cccc(C2=CC(=O)C[C@H](c3ccc(OC)cc3)C2)c1	-3.0	-7%	0.6	1	11%	4%	14%	-6%
35	O=C(c1ccc([N+](=O)[O-])cc1)N1CCc2ccccc21	2.4	-9%	-2.3	0	-5%	-4%	0%	-3%
36	CCOC(=O)c1ccc(NC(=S)NCCc2ccc(OC)c(OC)c2)cc1	-0.9	-4%	9.1	0	-13%	-4%	7%	0%
37	CCn1c(SCC(=O)OC(C)C)nnc1-c1ccccc1OC	0.4	0%	0.3	5	-12%	0%	5%	0%
38	Cc1ncc([N+](=O)[O-])n1CC(=O)Nc1ccc(F)cc1	-1.8	3%	-0.6	14	7%	10%	7%	0%
39	CCOc1ccc(NC(=O)c2sc3nc(C)nc(N4CCOCC4)c3c2C)cc1	-1.3	-24%	0.4	3	2%	1%	9%	-14%
40	COc1cccc(-c2ccc3c(N)c(C(=O)NC4CC4)sc3n2)c1	0.7	-9%	-0.8	-1	-25%	-1%	1%	-1%

# 2 records drawn at random from the list so far:
entry	structure	CCT modulator	EPAC1 antag	IL-2 act	PI5P4K alpha inh	WRN helicase inh	EPAC1 agonist	EPAC2 ag	PLK1 PBD block
37	CCn1c(SCC(=O)OC(C)C)nnc1-c1ccccc1OC	0.4	0%	0.3	5	-12%	0%	5%	0%
35	O=C(c1ccc([N+](=O)[O-])cc1)N1CCc2ccccc21	2.4	-9%	-2.3	0	-5%	-4%	0%	-3%

# Next results
entry	structure	CCT modulator	EPAC1 antag	IL-2 act	PI5P4K alpha inh	WRN helicase inh	EPAC1 agonist	EPAC2 ag	PLK1 PBD block
41	Cc1ccc(NC(=O)c2ccc(C)c(NC3=NC4CS(=O)(=O)CC4S3)c2)cc1C (stereo unspecified)	-0.5	14%	-4.0	-9	3%	3%	3%	-5%
42	Cc1ccc(Cn2cnc3sc4c(c3c2=O)CCC4)c(C)c1	2.1	2%	1.1	-15	-3%	14%	8%	-6%
43	Cc1cc(C(C)(C)C)cc(S(=O)(=O)NCCc2ccncc2)c1C	-1.5	-30%	-0.2	-8	-4%	2%	8%	-15%
44	N=c1n(CC(=O)c2ccc(Br)s2)c2ccccc2n1Cc1ccccc1	-0.5	11%	-0.6	-2	-8%	1%	8%	1%
45	Cc1cc(C(=O)COC(=O)c2n[nH]c(=O)c3ccccc23)c(C)n1C	-0.5	-3%	0.1	0	1%	7%	15%	-14%
46	COCCSc1ccccc1C(=O)N1CCN(Cc2ccccc2)CC1	0.2	-1%	1.1	0	5%	-5%	3%	-10%
47	CCOC(=O)c1cc(S(=O)(=O)NCCc2ccc(OC)c(OC)c2)cn1C	-2.0	-2%	-1.8	-1	-2%	-2%	-5%	-1%
48	CCCCOc1ccc(/C(O)=C2/C(=O)C(=O)N(Cc3cccnc3)C2c2ccncc2)c(C)c1 (stereo unspecified)	-0.1	-11%	1.3	0	1%	3%	0%	-3%
49	COc1ccc(S(=O)(=O)N(C)c2ccc(C(=O)N3CCOCC3)cc2)cc1OC	-8.9	2%	-2.5	.	-11%	-1%	11%	-4%
50	OCCN1CCN(CC(O)COc2ccc(-c3ccccc3)cc2)CC1 (stereo unspecified)	-0.4	3%	1.3	-13	2%	6%	4%	-10%

# As entered above.
# compound 49 in EPAC1 agonist shows -1%
# compound 30 in CCT modulator shows -2.5
# compound 33 in WRN helicase inh shows -3%

# Remaining list, next part.
entry	structure	CCT modulator	EPAC1 antag	IL-2 act	PI5P4K alpha inh	WRN helicase inh	EPAC1 agonist	EPAC2 ag	PLK1 PBD block
51	CN(C)c1ccc(/C=N/NC(=O)c2nnn(-c3nonc3N)c2COc2ccc(F)cc2)cc1	1.1	-6%	1.3	-2	-32%	10%	4%	-9%
52	CCCCc1cc(=O)oc2c3c(cc(OCC(=O)N4CCC[C@H]4C(=O)O)c12)OC(C)(C)CC3	0.0	3%	0.3	0	-4%	-2%	10%	4%
53	Cn1c(N)c(C(=O)COC(=O)c2ccc(Cl)nc2)c(=O)n(C)c1=O	-0.1	3%	2.6	-9	3%	2%	22%	-1%
54	OC1(c2ccccc2)Cc2cccc[n+]2C1c1ccccc1 (stereo unspecified)	3.1	0%	0.1	-7	-8%	14%	5%	-2%
55	CC(C)c1ccccc1NC(=O)COC(=O)Cc1c[nH]c2ccccc12	-3.1	4%	0.0	-5	-23%	-6%	12%	-8%
56	C=CCC(CC=C)(C(=O)O)c1ccccc1	-0.9	7%	-2.5	-3	-6%[57.1 µM]	-2%	-13%	-2%

# The list is partial, so the mix of outcomes need not match the whole.
